From PubChem BioAssay
U2OS ROS induce – inducers of reactive oxygen species in cancer cells; U2OS ROS induction, H2DCF-DA fluorescence; ROS induction (% of piperlongumine), % at 10 µM; actives 2% (n = 46,000); in the data active = ROS induction above about 79%, passing the limit was not always enough; inconclusive = no clear call, values can overlap the other calls;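 also: 0% = DMSO vehicle median and 100% = reference compound median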
The depositor's hits bear a star; ? = inconclusive. An excerpt; the hit share may differ from the screen's.

SMILES | U2OS ROS induce
CCCN(C1=NC2CS(=O)(=O)CC2S1)c1ccccc1F (stereo unspecified) | -14.0
CCOC(=O)c1c(C)noc1-c1ccco1 | -8.0
C[C@@H]1CN([C@@H](C)CO)C(=O)c2cc(NS(=O)(=O)c3ccc(F)cc3)ccc2O[C@@H]1CN(C)C | 0.6
Cc1ccc(OC(=O)N(C)C[C@H]2OCc3cn(nn3)CCCC(=O)N([C@H](C)CO)C[C@@H]2C)cc1 | 30.0
COc1cc(Cl)c(C)cc1NC(=O)C1CCC(=O)N1S(=O)(=O)c1ccc(C)cc1 (stereo unspecified) | -5.8
C[C@H](CO)N1C[C@H](C)[C@H](CN(C)S(=O)(=O)c2cn(C)cn2)Oc2c(NC(=O)c3ccncc3)cccc2C1=O | -18.3
CC1(C)Oc2ccc(NC(=O)C3(c4ccccc4)CCCC3)cc2O1 | -1.9
C[C@H]1CN([C@@H](C)CO)C(=O)Cc2cc(NC(=O)Nc3ccccc3)ccc2O[C@@H]1CN(C)Cc1ccc2c(c1)OCO2 | 25.8
COc1ccc(NC(=O)Nc2cccc3c2O[C@H](CN(C)S(=O)(=O)c2ccc(OC)cc2)[C@@H](C)CN([C@@H](C)CO)C3=O)cc1 | 4.3
O=C(CN1C(=O)CNC1=O)Nc1cccc2ccccc12 | -0.5
Cn1c(=O)n(C)c2cc(S(=O)(=O)NCc3ccco3)ccc21 | -5.0
COc1cc(OC)c2ccc(=O)oc2c1 | -3.2
COc1ccc(S(=O)(=O)Nc2ccc3c(c2)C(=O)N([C@H](C)CO)C[C@H](C)[C@H](CN(C)C(=O)NC2CCCCC2)OCCCC[C@@H](C)O3)cc1 | 21.1
CCOC(=O)c1ccc(N2CCN(c3ccccc3F)CC2)c(NC(=O)Nc2ccc(CC)cc2)c1 | -2.4
C[C@H]1CN([C@@H](C)CO)C(=O)Cc2cc(NS(=O)(=O)c3cccs3)ccc2O[C@@H]1CN(C)C(=O)Nc1ccc2c(c1)OCO2 | -4.2
COc1ccc(C2=NN(S(C)(=O)=O)C(c3ccc(C)cc3)C2)cc1 (stereo unspecified) | 32.9
CCn1c(SCC(=O)Nc2c(Cl)cc(Cl)cc2Cl)nnc1-c1ccccc1F | -18.7
C[C@H]1CN([C@@H](C)CO)C(=O)Cc2cc(NC(=O)Nc3ccc4c(c3)OCO4)ccc2O[C@@H]1CN(C)C(=O)Nc1ccc(C(F)(F)F)cc1 | -14.8
COc1ccc(CN(C)C[C@H]2Oc3c(NC(=O)NC4CCCCC4)cccc3C(=O)N([C@H](C)CO)C[C@@H]2C)cc1 | 15.8
C[C@@H]1CN([C@H](C)CO)C(=O)c2cccc(NC(=O)C3CCOCC3)c2O[C@H]1CN(C)S(=O)(=O)c1ccc(Cl)cc1 | -1.7
O=[N+]([O-])c1ccc(N2CCN(S(=O)(=O)c3ccc(F)cc3)CC2)cc1NCc1ccco1 | 27.5
C[C@H](CO)N1C[C@H](C)[C@H](CN(C)S(=O)(=O)c2cccs2)Oc2ccc(NC(=O)Nc3ccc(F)cc3)cc2CC1=O | 1.5
O=C(O)c1cccc2cccc(S(=O)c3cccc4cccc(CO)c34)c12 (stereo unspecified) | 25.8
CCOC(=O)c1ccc(NC(=O)CN2C(=O)COc3ccc(Cl)cc32)cc1 | 8.7
C[C@H]1CN([C@@H](C)CO)C(=O)c2cc(NC(=O)Cn3cnnn3)ccc2O[C@H]1CN(C)Cc1ccncc1 | 8.7

Compounds above that have a thiophene ring, fused or not (2):
SMILES | U2OS ROS induce
C[C@H]1CN([C@@H](C)CO)C(=O)Cc2cc(NS(=O)(=O)c3cccs3)ccc2O[C@@H]1CN(C)C(=O)Nc1ccc2c(c1)OCO2 | -4.2
C[C@H](CO)N1C[C@H](C)[C@H](CN(C)S(=O)(=O)c2cccs2)Oc2ccc(NC(=O)Nc3ccc(F)cc3)cc2CC1=O | 1.5

(listing goes on)
SMILES | U2OS ROS induce
Cc1ccc(S(=O)(=O)Nc2cccc3c2O[C@@H](CN(C)C(=O)Nc2ccc(C(F)(F)F)cc2)[C@H](C)CN([C@H](C)CO)C3=O)cc1 | -8.2
Cc1ccc(S(=O)(=O)N(C)C[C@H]2Oc3c(NS(=O)(=O)c4ccc(Cl)cc4)cccc3C(=O)N([C@@H](C)CO)C[C@H]2C)cc1 | -2.2
Cc1nc(SCC(=O)Nc2cccc(F)c2)c2c(C)c(C)sc2n1 | -10.2
CCOC(=O)C1=NNCC1C(=O)OCC (stereo unspecified) | -0.5
CCOC(=O)C(C)Sc1nnc(Cn2c(=O)sc3ccccc32)n1-c1cccc(Cl)c1 (stereo unspecified) | -3.0
COc1ccc(NC(=O)CN(c2ccccc2F)S(C)(=O)=O)cc1Cl | -11.7
C[C@@H]1O[C@@H](O[C@H]2[C@H](O[C@H]3CC[C@@]4(C)C(CC[C@]5(C)C4CC=C4C6CC(C)(C)CC[C@]6(C(=O)O[C@@H]6O[C@H](CO[C@@H]7O[C@H](CO)[C@@H](O[C@@H]8O[C@@H](C)[C@H](O)[C@@H](O)[C@H]8O)[C@H](O)[C@H]7O)[C@@H](O)[C@H](O)[C@H]6O)CC[C@]45C)[C@]3(C)CO)OC[C@H](O)[C@@H]2O)[C@H](O)[C@H](O)[C@H]1O (stereo partly specified) | -11.5
CC(C)NC(=O)N(C)C[C@@H]1Oc2ccc(NS(=O)(=O)c3ccc(F)cc3)cc2CC(=O)N([C@H](C)CO)C[C@@H]1C | -7.4
CN1C(=O)CC(c2ccccc2)S(=O)(=O)c2ccccc21 (stereo unspecified) | 2.0
Cc1cccc(OCC(=O)NS(=O)(=O)c2ccc(Cl)cc2)c1 | -4.3
Cc1ccc(/C=c2\sc3ncnn3c2=O)o1 | 18.8
CNC[C@H]1Oc2c(NC(=O)NC3CCCCC3)cccc2C(=O)N([C@@H](C)CO)C[C@@H]1C | -6.4
C[C@H](CO)N1C[C@H](C)[C@H](CN(C)S(C)(=O)=O)Oc2ccc(NC(=O)C3CCCCC3)cc2C1=O | 14.1
C[C@@H]1CN([C@H](C)CO)C(=O)c2cc(NC(=O)c3ccncc3)ccc2O[C@H]1CN(C)S(=O)(=O)c1cccs1 | -1.8
C[C@@H]1CN([C@H](C)CO)C(=O)c2cccc(NC(=O)c3cnccn3)c2O[C@@H]1CN(C)C(=O)Nc1ccc(F)cc1 | -8.0
CCOC(=O)N1CCN(C(=O)c2ccc3c(=O)n(CC4CCCO4)c(=S)[nH]c3c2)CC1 (stereo unspecified) | 20.0
Nc1ccc(C(=O)CC2(O)C(=O)Nc3ccc(F)cc32)cc1 (stereo unspecified) | -4.9
CC(C)NC(=O)N(C)C[C@H]1Oc2ccc(NC(=O)Nc3cccc4ccccc34)cc2C(=O)N([C@@H](C)CO)C[C@H]1C | 2.1
O=c1cc(-c2ccccc2)nc2scc(-c3ccc(Cl)cc3)n12 | -9.7
C[C@H](CO)N1C[C@H](C)[C@H](CN(C)Cc2ccc(C(=O)O)cc2)Oc2ccc(NS(=O)(=O)c3cn(C)cn3)cc2CC1=O | -1.8
O=c1cc(-c2ccccc2)[nH]c(=S)[nH]1 | 21.1
C[C@@H]1CN([C@@H](C)CO)C(=O)c2cc(NC(=O)Nc3ccccc3)ccc2O[C@H]1CN(C)Cc1ccc2c(c1)OCO2 | 3.9
COc1ccc(-n2c(C)nnc2SCC(=O)Nc2cccc(C(F)(F)F)c2)cc1 | 1.6
C[C@H](CO)N1C[C@H](C)[C@H](CN(C)S(=O)(=O)c2cn(C)cn2)Oc2ccc(NC(=O)Nc3ccc4c(c3)OCO4)cc2CC1=O | -11.2
C[C@@H]1CN([C@H](C)CO)C(=O)Cc2cc(NC(=O)Nc3ccccc3)ccc2O[C@H]1CN(C)C(=O)NC1CCCCC1 | 5.8

The last three entries of the part before come first, to join the parts.
SMILES | U2OS ROS induce
COc1ccc(-n2c(C)nnc2SCC(=O)Nc2cccc(C(F)(F)F)c2)cc1 | 1.6
C[C@H](CO)N1C[C@H](C)[C@H](CN(C)S(=O)(=O)c2cn(C)cn2)Oc2ccc(NC(=O)Nc3ccc4c(c3)OCO4)cc2CC1=O | -11.2
C[C@@H]1CN([C@H](C)CO)C(=O)Cc2cc(NC(=O)Nc3ccccc3)ccc2O[C@H]1CN(C)C(=O)NC1CCCCC1 | 5.8
COC(=O)CCCCCCC(=O)N/N=C/CNC(=O)OC(C)(C)C | 6.7
Cc1noc(C)c1S(=O)(=O)Nc1ccc2c(c1)C(=O)N([C@@H](C)CO)C[C@@H](C)[C@H](CN(C)Cc1ccc(Cl)c(Cl)c1)O2 | -6.8
C[C@@H]1CN([C@@H](C)CO)C(=O)c2cccc(NC(=O)c3nc4ccccc4s3)c2O[C@H]1CN(C)C(=O)Nc1ccc2c(c1)OCO2 | -0.4
Cc1cc(C)c(-n2c(SCC(=O)c3ccc(C#N)cc3)n[nH]c2=O)c(C)c1 | -9.0
COc1ccc(NS(=O)(=O)Cc2ccccc2)cc1 | -6.0
CCOC(=O)c1c(NC(=O)Cc2cccc(OC)c2)sc2c1CCCC2 | 71.6
CC1(C)C(=O)C=C[C@@]2(C)C1CC(=O)[C@]1(C)C2CC[C@@]2(C)[C@H](c3ccoc3)OC(=O)[C@H]3O[C@]321 (stereo partly specified) | 15.4
COc1ccc(OCCn2c(=O)oc3ccccc32)cc1 | -6.2
C[C@@H]1CN([C@H](C)CO)C(=O)c2cccc(NS(C)(=O)=O)c2O[C@@H]1CN(C)S(C)(=O)=O | -12.1
Cc1noc(C)c1NC(=O)N(C)C[C@H]1Oc2c(NS(=O)(=O)c3ccc(Cl)cc3)cccc2C(=O)N([C@@H](C)CO)C[C@@H]1C | -5.3
CCOc1ccc(NC(=O)CCNC(=O)c2cn(-c3cccc(OC)c3)c(=O)c3ccccc23)cc1 | -7.9
Cc1ccc(NC(=O)c2sc3ncn(CC(=O)Nc4cc(C(F)(F)F)ccc4Cl)c(=O)c3c2C)c(C)c1 | 9.3
C[C@@H]1CN([C@H](C)CO)C(=O)c2cccc(NC(=O)Nc3cccc4ccccc34)c2O[C@@H]1CN(C)C | 4.6
Cc1[nH]n(-c2ccccc2)c(=O)c1/C=C1\SC(=S)N(Cc2ccccc2)C1=O | 19.2
C[C@@H]1CCCCO[C@H](CN(C)Cc2ccc3c(c2)OCO3)[C@@H](C)CN([C@H](C)CO)C(=O)c2cc(NS(=O)(=O)c3ccc(Cl)cc3)ccc2O1 | 31.7
C[C@@H]1CN([C@@H](C)CO)C(=O)Cc2cc(NS(C)(=O)=O)ccc2O[C@@H]1CN(C)Cc1ccc(C(F)(F)F)cc1 | 2.1
CC(C)(C)NC(=O)N1c2ccccc2Sc2ccccc21 | 1.2
Cc1ccccc1NC(=O)c1cccc(Cn2cc(C(F)(F)F)ccc2=O)c1 | 62.7
O=S(=O)(NCc1ccc(-c2cccs2)cc1)c1cccs1 | -12.1
CC(C)NC(=O)Nc1ccc2c(c1)CC(=O)N([C@H](C)CO)C[C@@H](C)[C@@H](CN(C)Cc1ccncc1)O2 | -11.4
N#Cc1ccccc1NC(=O)CSc1nnc(-c2ccccc2O)n1-c1ccccc1 | -10.9
Cc1cc(C)c2c3c1C1C=CCC1CN3C(C(=O)O)C1CC=CC21 (stereo unspecified) | 5.8
C[C@@H]1CCCCO[C@@H](CN(C)C(=O)Cc2ccccc2)[C@@H](C)CN([C@H](C)CO)C(=O)c2cc(NC(=O)Nc3ccc4c(c3)OCO4)ccc2O1 | 4.2
C[C@H]1CN([C@@H](C)CO)C(=O)c2cccc(NS(=O)(=O)c3ccc(Cl)cc3)c2O[C@@H]1CN(C)S(=O)(=O)c1cn(C)cn1 | -5.4
COc1ccc(NC(=O)N(C)C[C@H]2Oc3c(NS(=O)(=O)c4ccc(C)cc4)cccc3C(=O)N([C@H](C)CO)C[C@H]2C)cc1 | 28.0
SMILES | U2OS ROS induce
Cc1csc2nc(CNC(=O)C3CCCCC3)cn12 | -16.6
COc1ccc(CN(C)C[C@@H]2OCCCC[C@@H](C)Oc3ccc(NS(=O)(=O)c4cccs4)cc3C(=O)N([C@H](C)CO)C[C@@H]2C)cc1 | 49.1
CC(=O)Oc1ccc2ccc3ccc(OC(C)=O)c4ccc1c2c34 | -25.4
COc1ccc(S(=O)(=O)N(C)C[C@@H]2Oc3ccc(NC(=O)Cc4cn(C)c5ccccc45)cc3CC(=O)N([C@H](C)CO)C[C@H]2C)cc1 | 21.5
COc1ccc(S(=O)(=O)N(C)C[C@H]2Oc3ccc(NS(=O)(=O)c4ccc(Cl)cc4)cc3C(=O)N([C@H](C)CO)C[C@H]2C)cc1 | -1.3
C[C@H]1CN([C@@H](C)CO)C(=O)Cc2cc(NS(=O)(=O)c3ccc(Cl)cc3)ccc2O[C@@H]1CN(C)CC1CC1 | 22.9
CCn1cc(C(=O)O)c(=O)c2cc(S(=O)(=O)N(C)C3CCCCC3)ccc21 | -10.3
CCc1ccc(/C=C2\CN(C)C/C(=C\c3ccc(CC)cc3)C2O)cc1 | 9.4
Cc1noc(C)c1S(=O)(=O)Nc1ccc2c(c1)CC(=O)N([C@@H](C)CO)C[C@H](C)[C@H](CN(C)CC1CC1)O2 | -1.8
CC1(C)CCC(C)(C)c2cc(C(=O)Nc3ccc(C(=O)O)cc3)ccc21 | 0.9
C[C@@H]1CCCCO[C@@H](CN(C)C(=O)CCC(F)(F)F)[C@@H](C)CN([C@H](C)CO)C(=O)c2cc(NS(=O)(=O)c3ccc(Cl)cc3)ccc2O1 | 11.9
C[C@H](CO)N1C[C@H](C)[C@H](CN(C)C(=O)Nc2cccc3ccccc23)Oc2ncc(C#Cc3ccccc3)cc2C1=O | ?
O=C(CC1NC(=O)NC1=O)Nc1ccc(Cl)cc1 (stereo unspecified) | -5.4

Retrieved by compound from the entries so far:
SMILES | U2OS ROS induce
C[C@@H]1CCCCO[C@@H](CN(C)C(=O)CCC(F)(F)F)[C@@H](C)CN([C@H](C)CO)C(=O)c2cc(NS(=O)(=O)c3ccc(Cl)cc3)ccc2O1 | 11.9
COc1ccc(-n2c(C)nnc2SCC(=O)Nc2cccc(C(F)(F)F)c2)cc1 | 1.6
CCn1cc(C(=O)O)c(=O)c2cc(S(=O)(=O)N(C)C3CCCCC3)ccc21 | -10.3
COC(=O)CCCCCCC(=O)N/N=C/CNC(=O)OC(C)(C)C | 6.7
